Screening data deposited in PubChem BioAssay by several laboratories.
ABHD5 PLIN5 PPI = ABHD5-PLIN5 interaction inhibitors, primary screen, cell lysate, split luciferase complementation, luminescence; 0.78% of 360,000 active; inhibition, % at 4 µM; Perilipin-5 (Homo sapiens) + 1-acylglycerol-3-phosphate O-acyltransferase ABHD5 (Homo …; Split G. princeps luciferase complementation, 4 h; AID 602281, 2012;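 active means inhibition above the mean inhibition across every tested compound plus 3 SD, cut at about 22% in these data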;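 further: 0% = DMSO only wells and the 100% control is not disclosed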
MC4R antagonist = MC4R antagonists of cAMP signaling, primary screen, cell-based, TR-FRET, antagonist arm of biased-ligand search | MC4R-expressing cells, MTII-stimulated cAMP, LANCE TR-FRET | inhibition, % at 6.5 µM | 0.48% of 360,000 active;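 active means inhibition above its plate's cutoff, the mean of tested wells on that plate plus 3 SD, cut at about 29% in these data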;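 further: 0% = Melanotan II alone and 100% = Melanotan II plus saturating MCL0020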
Target sequence (P32245 whole entry, looked up): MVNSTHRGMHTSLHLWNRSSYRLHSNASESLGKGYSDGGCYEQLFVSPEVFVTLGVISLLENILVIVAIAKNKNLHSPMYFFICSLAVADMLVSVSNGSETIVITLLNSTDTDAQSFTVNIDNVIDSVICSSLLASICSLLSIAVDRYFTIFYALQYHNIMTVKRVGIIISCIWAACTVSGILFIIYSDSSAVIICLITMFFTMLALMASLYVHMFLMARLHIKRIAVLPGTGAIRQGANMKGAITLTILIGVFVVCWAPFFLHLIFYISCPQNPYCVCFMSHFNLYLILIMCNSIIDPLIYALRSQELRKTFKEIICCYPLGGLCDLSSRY
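Material: U2OS-MC4R stable cell line | Reagent: Melanotan II challenge after compound preincubation | Doses: One concentration, 6.5 µM nominal | Incubation: 30-min compound preincubation, 1-h Melanotan II challenge, 1-h detection, room temperature | Signal: TR-FRET cAMP assay | Replicates: One well per compound, no replicates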
Vif inh = HIV Vif self-association inhibitors, primary screen, imaging, HEK293T, single point | 0.35% of 340,000 active | inhibition, % at 7.49 µM | HEK293T cells, Vif self-association by quenched fluorescence, 24 h | AID 602346, 2012; in the data active means inhibition above about 50%, passing the limit was not always enough; further: some results filed as inactive read as strong as hits
TLR9-MyD88 inh = inhibitors of TLR9-MyD88 association in cells, primary screen, cell-based, CHO, BLA complementation, fluorescence; Toll-like receptor 9 (Homo sapiens) + Myeloid differentiation primary response protein …; CCF4 FRET ratio; inhibition, % at 4.98 µM; 0.21% of 340,000 active;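 active means inhibition above the mean over all tested compounds plus 3 SD, cut at about 21% in these data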;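 further: 0% = DMSO only wells and 100% = clavulanate BLA inhibitor control wells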
ABCB6 inh MLPCN = ABCB6 transporter inhibitors, primary screen, K562-ABCB6 cells, flow cytometry, MLPCN library; 0.19% of 360,000 active; K562-ABCB6 porphyrin accumulation, 1 h; hits give low values; fluorescence ratio to DMSO, % at 10 µM;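 active means fluorescence ratio to DMSO below 75%, the collection mean minus 3 SD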;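 further: signal is porphyrin accumulated inside mitochondria; 100% equals median channel fluorescence of DMSO control wells; lower ratio means ABCB6 inhibition with less porphyrin fluorescence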
Granule exo inh = LAMP-1 surface exposure blockers, TALL-104 cells – cell-based, flow cytometry, MLPCN library, primary screen; inhibition, % at 10 µM; 0.66% of 360,000 active; TALL-104 LAMP-1 surface exposure; cells stimulated with thapsigargin and PMA;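 active means inhibition above about 55%, limit read from the data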
Glyco luc inh = increase of ERlucT glycosylation luciferase signal, primary screen, N-linked glycosylation inhibitor project, D54 ERlucT cells, luminescence, set 2; 0.23% of 360,000 active; AID 588692, 2011; D54 ERlucT glycosylation luciferase reporter, 24 h; percent of 100 nM tunicamycin response; reporter increase, % at 12.5 µM;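 active means mean luciferase reporter signal, scaled so untreated is 0 and the glycosylation-blocking control 100, at or above a set limit in every replicate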;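 further: luciferase carries N-glycosylation sites so blocking glycosylation raises the light; 0% = median of neutral control wells and 100% = median of 100 nM tunicamycin wells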
aDG glyco act = activators of alpha-DG glycosylation, primary screen, uHTS, Pro5-aDG cells, AlphaScreen; alpha-DG glycosylation AlphaScreen (IIH6); 0% Pro5, 100% B10-LARGE cell signal; activation, % at 10 µM; 0.22% of 360,000 active;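 active means activation of at least 8% versus controls, or a plate z-score of at least 8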;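 further: Pro5 are CHO cells carrying HIG-tagged alpha-DG that lacks glycosylation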
MC4R barr agon = MC4R agonists recruiting beta-arrestin, primary screen, cell-based, luminescence, agonist arm of biased-ligand search | 0.98% of 360,000 active | U2OS MC4R beta-arrestin complementation; percent of melanotan II response, DMSO zero | activation, % at 8.9 µM | AID 540308, 2011 | Melanocortin receptor 4 (Homo sapiens), P32245;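 active means activation above a per-plate cutoff, the mean activation of sample wells on that plate plus 3 SD, cut at about 8% in these data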
NOD2-RIPK2 inh = NOD2-RIPK2 binding disruptors in cells, primary screen, fluorescence, CHO cells, BLA complementation; CCF4 ratio; inhibition, % at 4.98 µM; 0.38% of 360,000 active; in the data active means inhibition above about 21%;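 further: 0% = vehicle only and 100% = reference blocker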
Target sequence (O43353 whole entry, looked up): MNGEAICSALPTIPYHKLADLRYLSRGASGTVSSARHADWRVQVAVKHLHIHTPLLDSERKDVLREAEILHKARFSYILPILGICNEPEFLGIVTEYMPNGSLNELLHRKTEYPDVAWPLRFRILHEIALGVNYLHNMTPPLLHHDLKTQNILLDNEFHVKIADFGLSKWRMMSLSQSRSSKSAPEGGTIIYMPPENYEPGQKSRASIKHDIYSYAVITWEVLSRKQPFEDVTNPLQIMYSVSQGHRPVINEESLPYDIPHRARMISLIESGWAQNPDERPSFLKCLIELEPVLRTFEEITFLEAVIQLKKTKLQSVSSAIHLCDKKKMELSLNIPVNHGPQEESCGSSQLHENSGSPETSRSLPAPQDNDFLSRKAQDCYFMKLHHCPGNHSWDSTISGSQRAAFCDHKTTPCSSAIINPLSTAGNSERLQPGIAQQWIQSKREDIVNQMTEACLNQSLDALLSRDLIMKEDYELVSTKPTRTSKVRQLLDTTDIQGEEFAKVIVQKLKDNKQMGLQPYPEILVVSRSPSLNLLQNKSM
Numbers without * were called inactive; · = no result given. This is a subset; count on the stated rates, not on these rows.

SMILES	ABHD5 PLIN5 PPI	MC4R antagonist	Vif inh	TLR9-MyD88 inh	ABCB6 inh MLPCN	Granule exo inh	Glyco luc inh	aDG glyco act	MC4R barr agon	NOD2-RIPK2 inh
Cc1nc2ccc(S(=O)(=O)N(C)CC(=O)NCc3ccc4c(c3)OCO4)cc2s1	4	6	1	14	·	-4	1	-0.2	1.6	-3
COc1ccccc1/C=C/C(=O)NC1CC2CCC1C2 (stereo not given)	-5	8	10	-3	98	-16	1	0.1	-0.8	-6
Cc1ccc(C(=O)Nc2ncccc2O)cc1S(=O)(=O)N1CCCCC1	8	6	·	1	99	-9	2	-0.1	1.3	1
Cc1ccc(C(OCC(O)CN2CCCCC2)c2ccccc2)cc1 (stereo not given)	1	-2	7	0	95	26	1	0.1	-1.4	-1
CC(=O)c1ccc(NC(=O)CCc2c(C)nn(-c3ccc(N4CCOCC4)nn3)c2C)cc1	-2	10	-5	-1	99	-3	1	0.1	0.6	-6
COc1ccc(C(=O)O/N=C(/c2cccs2)C(C)(C)C)cc1	5	14	2	0	96	1	-1	0.0	-2.9	-3
CSc1ccccc1C(=O)OCC(=O)NC1CC1	1	-8	-4	-9	98	-6	0	-0.2	0.5	-12
CCC(C)NC(=O)CCC(=O)NNc1nc2ccccc2c2nc(C)nn12 (stereo not given)	1	12	-8	7	98	0	0	-0.1	-1.5	-1
CSCCC(NC(=O)c1ccc(Cl)cc1Cl)C(=O)NCc1ccccn1 (stereo not given)	1	-1	-12	-12	102	5	-1	0.0	-2.3	1
C=CCN1c2ccccc2[C@]23C[C@@H](C(=O)OC)N(C(=O)NCCC)C2=NC(C(=O)OC)=C(C(=O)OC)[C@H]13	-4	3	-4	-3	100	-7	-1	-0.8	-0.6	-5
COCC(C)NC(=O)c1cc(S(=O)(=O)N2CCCCC2)ccc1N1CCOCC1 (stereo not given)	2	2	1	3	102	2	2	-0.2	-0.6	3
CCOC(=O)c1sc2ncn(/N=C/c3cccnc3)c(=O)c2c1C	-3	6	-7	-7	98	-12	0	0.5	-0.4	3
FC(F)(F)c1nnc(-c2ccccc2)nc1Sc1ccccc1	11	8	-8	12	97	33	2	-0.3	-3.9	-3
CCC1(c2ccc(Cl)cc2)NC(=O)N(CC(=O)N2CCN(C(=O)c3ccco3)CC2)C1=O (stereo not given)	-2	-2	7	-7	98	13	0	-0.1	0.9	-3
Cn1c(OCc2cccnc2)nc2c1c(=O)n(Cc1ccc(Br)cc1)c(=O)n2C	8	15	-6	-5	101	-7	-8	0.0	-0.6	-7
Cc1onc(-c2ccccc2Cl)c1C(=O)NCc1ccc(N2CCCC2=O)cc1	-2	7	-9	1	106	0	1	-0.2	-1.9	-9
CC(C(=O)N1CCN(Cc2ccccc2)CC1)c1ccc([N+](=O)[O-])cc1 (stereo not given)	1	-2	-2	-1	94	-5	-2	0.0	-3.1	-9
Cc1cc(C)cc(OCC(=O)Nc2nc(-c3ccccn3)cs2)c1	-7	-9	-13	-8	94	-1	4	0.7	12*	-4
COc1ccccc1N1CCN(C2CCCCC2NS(=O)(=O)c2ccccc2)CC1 (stereo not given)	-1	6	-4	-3	87	2	-3	0.6	-2.2	-8
Cc1cc(Cl)ccc1NC(=O)c1ccc2c(c1)OCO2	0	-2	-3	3	102	-9	-2	0.6	0.7	-8

An excerpt from above in order of the Granule exo inh value, smallest number first.
SMILES | ABHD5 PLIN5 PPI | MC4R antagonist | Vif inh | TLR9-MyD88 inh | ABCB6 inh MLPCN | Granule exo inh | Glyco luc inh | aDG glyco act | MC4R barr agon | NOD2-RIPK2 inh
Cn1c(OCc2cccnc2)nc2c1c(=O)n(Cc1ccc(Br)cc1)c(=O)n2C | 8 | 15 | -6 | -5 | 101 | -7 | -8 | 0.0 | -0.6 | -7
Cc1nc2ccc(S(=O)(=O)N(C)CC(=O)NCc3ccc4c(c3)OCO4)cc2s1 | 4 | 6 | 1 | 14 | · | -4 | 1 | -0.2 | 1.6 | -3
COc1ccccc1N1CCN(C2CCCCC2NS(=O)(=O)c2ccccc2)CC1 (stereo not given) | -1 | 6 | -4 | -3 | 87 | 2 | -3 | 0.6 | -2.2 | -8

Remaining list, next part
SMILES	ABHD5 PLIN5 PPI	MC4R antagonist	Vif inh	TLR9-MyD88 inh	ABCB6 inh MLPCN	Granule exo inh	Glyco luc inh	aDG glyco act	MC4R barr agon	NOD2-RIPK2 inh
O=c1c2ccccc2nnn1CCN1CCOCC1	-1	6	2	-7	102	-2	0	-0.4	0.8	-15
Nc1nonc1C(=O)N/N=C/c1cc2c(cc1Br)OCO2	-3	4	1	4	98	-2	1	-0.1	0.0	-7
CC(C)OC(=O)CSc1nnc(-c2cccnc2)n1N	1	3	2	-9	98	0	0	0.0	-0.6	3
Cc1ccc(S(=O)(=O)NCC(=O)OCC(=O)c2ccc(S(=O)(=O)N3CCCCC3)cc2)cc1C	-3	8	3	10	100	-1	1	-0.2	-0.4	9
COc1cc(/C=C2/NC(=O)N(CC(=O)Nc3cccc(C)c3)C2=O)ccc1OCC(N)=O	3	-11	-5	-2	78	0	1	-0.3	-1.1	4
O=C(COC(=O)CNC(=O)c1ccccc1)Nc1ccc(S(=O)(=O)N2CCCC2)cc1	-9	12	2	-5	100	-10	3	-0.4	-4.1	-12
CCOC(=O)Cc1csc(SCC(=O)Nc2cc(Cl)ccc2Oc2ccccc2)n1	-1	1	2	0	96	4	-1	1.0	-0.2	-10
CCOC(=O)C(CC)n1nc(C)n2c(cc3sccc32)c1=O (stereo not given)	10	8	-5	3	98	-1	-2	-0.1	0.8	-3
Cc1ccc(S(=O)(=O)NC(Cc2ccccc2)C(=O)NN)cc1 (stereo not given)	-6	3	1	4	100	-3	0	-0.1	1.7	0
Cn1c(=NC(=O)CCS(=O)(=O)c2ccccc2)sc2cc(F)ccc21	4	13	-2	-13	94	-2	-9	0.5	3.6	-13
Oc1ccc(/C=N\Nc2nncc(-c3ccccc3)n2)cc1	2	-15	-16	-6	94	0	6	0.6	-3.5	-11
CC(OC(=O)/C=C/c1cccs1)C(=O)NC1CCCCC1C (stereo not given)	2	-3	-6	-10	89	-2	0	0.1	2.0	-12
O=C(Nc1ccccc1N1CCCC1)C1CCN(C(=O)c2ccc(F)cc2)CC1	-1	-9	-3	-9	93	2	1	0.3	-1.5	-3
Cc1cccc(OCCCC(=O)NNC(=O)c2cccc(N(C)C)c2)c1	-2	5	13	0	99	-4	-4	-0.1	-1.0	-16
CN(C)CCCCOc1ccc(F)cc1	-7	2	0	-9	101	-2	0	0.2	-2.2	-8
O=C1Nc2ccccc2C1=Nc1ccc2[nH]c3ccccc3c2c1	3	-7	-3	1	103	3	2	0.1	2.3	-4
CC1CC=CCC1(CO)CO (stereo not given)	13	-2	-2	-7	98	-5	0	0.0	0.0	-10
Cc1c(Cl)cnc(NC(=O)COC(=O)C2CC2)c1Cl	-2	23	-1	-5	100	2	3	-0.2	-1.5	-6
Cc1ccc(C(=O)Cn2c(C(=O)O)cc3ccccc32)cc1	-6	-5	-1	7	97	3	0	-0.1	1.9	-4
Cn1c(=O)n(C)c2cc(C(=O)c3ccccc3)ccc21	1	6	·	3	100	0	3	-0.2	0.4	-4

As a short view, 7 of the compounds above:
SMILES	ABHD5 PLIN5 PPI	MC4R antagonist	Vif inh	TLR9-MyD88 inh	ABCB6 inh MLPCN	Granule exo inh	Glyco luc inh	aDG glyco act	MC4R barr agon	NOD2-RIPK2 inh
Cc1cccc(OCCCC(=O)NNC(=O)c2cccc(N(C)C)c2)c1	-2	5	13	0	99	-4	-4	-0.1	-1.0	-16
CN(C)CCCCOc1ccc(F)cc1	-7	2	0	-9	101	-2	0	0.2	-2.2	-8
O=C1Nc2ccccc2C1=Nc1ccc2[nH]c3ccccc3c2c1	3	-7	-3	1	103	3	2	0.1	2.3	-4
CC1CC=CCC1(CO)CO (stereo not given)	13	-2	-2	-7	98	-5	0	0.0	0.0	-10
Cc1c(Cl)cnc(NC(=O)COC(=O)C2CC2)c1Cl	-2	23	-1	-5	100	2	3	-0.2	-1.5	-6
Cc1ccc(C(=O)Cn2c(C(=O)O)cc3ccccc32)cc1	-6	-5	-1	7	97	3	0	-0.1	1.9	-4
Cn1c(=O)n(C)c2cc(C(=O)c3ccccc3)ccc21	1	6	·	3	100	0	3	-0.2	0.4	-4

(cont.)
SMILES	ABHD5 PLIN5 PPI	MC4R antagonist	Vif inh	TLR9-MyD88 inh	ABCB6 inh MLPCN	Granule exo inh	Glyco luc inh	aDG glyco act	MC4R barr agon	NOD2-RIPK2 inh
Cc1cccc(C(=O)OCC(=O)NCC2CCCO2)c1O (stereo not given)	12	1	3	-4	99	-11	-2	0.1	1.4	-7
Cc1cc(NC(=O)Cn2cc([N+](=O)[O-])cn2)n(Cc2ccc(F)cc2)n1	-3	1	2	8	98	-1	0	-0.1	-2.2	4
COc1ccc(C(=O)Nc2ccc(/C(C)=N/NC(=O)c3ccncc3)cc2)cc1	1	-3	-5	0	99	2	0	0.3	-3.2	10
O=S(=O)(Cc1ccccc1Cl)NCc1ccccc1	0	-4	1	·	93	1	-1	-0.2	-1.5	-2
CCOC(=O)c1ccc(NC(=O)CSc2nnc(CNC(=O)c3ccco3)o2)cc1	-5	2	-10	-3	14*	0	0	-0.2	-1.7	-17
Cc1nn(C)c(C)c1C(C)NC(=O)c1cc(COc2cncc(Cl)c2)on1 (stereo not given)	-6	12	6	-5	95	0	0	0.2	-2.6	-8
CCC(C)NS(=O)(=O)c1ccc(NS(=O)(=O)c2ccccc2[N+](=O)[O-])cc1 (stereo not given)	-3	6	22	-5	103	1	0	-0.2	-0.3	-7
O=C(NCc1ccncc1)[C@@H]1CCCN1C(=O)[C@H]1CCCN1	5	·	·	·	102	1	·	0.1	·	4
CCN(CC(=O)NCc1cccs1)C(=O)c1cccc(S(=O)(=O)Nc2ccccc2Cl)c1	4	4	15	-6	93	0	-1	0.3	4.5	-4
CCOc1ccc(N(C)S(=O)(=O)c2cnc[nH]2)cc1	2	5	0	-7	99	-7	0	-0.1	-3.4	-3
CN1CCCCC1(C)C(=O)NCc1ccc(F)cc1 (stereo not given)	2	-4	-2	·	97	5	2	0.0	-0.7	-5
